IMPase Li cell: IMPase inhibition in cells with lithium potentiation. CHO-M1 cells, IP1 TR-FRET (IP-One), carbachol + lithium. Potency, µM (series often up to 59.4 µM), inactives show at the highest dose activity, negative = IMPase inhibition, actives largely listed as inhibitors. hit rate 0.35% among 210,000;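 also: IP1 builds up when IMPase is blocked and the TR-FRET signal falls; plate controls were basal vehicle for no effect and high inhibitor control for full effect; nearly all actives have a fitted effect of over 50% in size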
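Lithium-sensitised IP1 accumulation assay; M1-expressing CHO cells treated 30 min at 37C with compound. Competitive antibody detection by time-resolved FRET followed a 10 min room-temperature lysis step.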
aGlu spleen mod: inhibits or activates alpha-glucosidase in human spleen homogenate; human spleen homogenate, 4-MU-alpha-glucoside fluorescence; Potency, µM (series often up to 79.9 µM), without a hit: at the highest dose activity change, negative = inhibition, actives largely listed as inhibitors; hit rate 0.006% among 240,000; AID 2112;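 also: 0% = enzyme with vehicle and -100% = no enzyme basal signal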
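Human spleen homogenate (1 ug) with 4-methylumbelliferyl-alpha-D-glucopyranoside (1 mM final) in 50 mM citrate/phosphate pH 5.0, 0.01% Tween-20; 40 min at 37 C. Stopped at pH 10; 4-MU fluorescence Ex 365/Em 440 nm; AC50 by Hill fit.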
HttQ103 aggreg: reduces HttQ103-GFP aggregates in PC12 cells; hit rate 1.1% among 220,000; Potency, µM (doses to about 46.1 µM), without a hit: at the top dose activity change, negative = inhibition, hits mostly inhibitors; AID 1688; PC12 HttQ103-GFP aggregates, Acumen cytometry, 40 h; also: % is scaled to controls: 0 for no effect and ±100 for the full control effect; nearly all actives have a fitted effect of over 60% in size
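PC12/HTTQ103-GFP, ecdysone-inducible; teb 100 nM; cpd qHTS titration; GFP aggregates read on laser cytometer, Ex 488/Em 500-530 nm.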
HTT cytoprotect: Huntington cell model cytoprotection by ATP luminescence | Potency, µM (highest dose often 56.4 µM), inactives show cytoprotection (ATP increase), actives largely listed as activators | AID 1471 | PC12 HTT-Q103 induced, cytoprotection, ATP luminescence, 40 h | hit rate 0.14% among 230,000;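 also: % of control where 0% means no effect; nearly all actives have a fitted effect of over 45% in size; toxic huntingtin expression switched on by the ecdysone agonist tebufenozide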
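PC12 cells stably carrying ecdysone-inducible Htt exon 1 (Q103)–GFP were induced with 100 nM tebufenozide (final) alongside library compounds in a dose series. Cytoprotection was scored as retained ATP by ATPlite luminescence.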
GAA glycogen mod: GAA glycogen-cleavage inhibition or activation; P10253; AID 2100; Potency, µM (highest dose often 76.4 µM), for the others: top-dose activity change, negative = inhibition, usual class: inhibitors; recombinant GAA, glycogen substrate, Amplex Red glucose oxidase fluorescence; hit rate 0.38% among 300,000;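 also: 0% = full enzyme reaction and -100% = no-enzyme basal signal; the screen sought inhibitors and activators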
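Recombinant enzyme (4 nM final) with compounds titrated up to 77 uM and bovine liver glycogen (30 ug) in citrate pH 5.0, 0.01% Tween-20, 37 C 40 min. Released glucose detected by Amplex Red/glucose oxidase (Ex 573/Em 610); AC50 from Hill fits.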
GAA inh: inhibitors of human lysosomal alpha-glucosidase | P10253 | purified human GAA, 4-MU-alpha-glucoside fluorescence | Potency, µM (highest dose often 76.9 µM), without a hit: at the highest dose activity change, negative = inhibition, most hits filed as inhibitors | hit rate 0.005% among 200,000 | AID 1466;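 also: plate controls were uninhibited enzyme wells for no effect and no-enzyme background for full effect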
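Endpoint fluorogenic read: 20 min room-temperature reaction of 4 nM human alpha-glucosidase with 400 uM 4-methylumbelliferyl-alpha-D-pyranoside, pH 5.0, quenched with 1M NaOH/1M glycine pH 10. AC50 from Hill modeling.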
GoLoco inh red: inhibitors of human Gai1-RGS12 GoLoco interaction (red fluorophore). P63096. Gai1:RGS12 GoLoco peptide FP, rhodamine, 10 min. hit rate 0.44% among 230,000. Potency, µM (series often up to 61.6 µM), for inactives: top-dose activity, negative = inhibition, usual class: inhibitors; active = well fitted inhibition curve with a large enough effect, not every such curve was filed as active; inactive = no such curve, though single readings can be large or run the other way; also: % is scaled to controls: 0 for no effect and ±100 for the full control effect; nearly all actives have a fitted effect of over 30% in size; many of its hits are not listed in these tables
Target sequence (P63096 whole entry, looked up): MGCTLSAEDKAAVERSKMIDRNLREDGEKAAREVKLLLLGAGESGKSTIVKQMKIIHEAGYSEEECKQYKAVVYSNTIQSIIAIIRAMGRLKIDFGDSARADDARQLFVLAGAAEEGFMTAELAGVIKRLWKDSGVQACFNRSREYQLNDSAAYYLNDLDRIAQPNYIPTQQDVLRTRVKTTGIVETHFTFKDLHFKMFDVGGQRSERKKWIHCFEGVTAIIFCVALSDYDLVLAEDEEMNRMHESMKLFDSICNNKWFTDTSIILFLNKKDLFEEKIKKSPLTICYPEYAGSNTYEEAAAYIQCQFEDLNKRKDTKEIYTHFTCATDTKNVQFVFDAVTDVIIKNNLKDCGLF
Active calls of the source: *; ? = inconclusive; nt = not tested or not shown; & = joins results of further samples; [ ] = another dose, or the depositor's remark. Unless noted, calls follow the shape of the dose curve; as a rule, active = well fitted curve in the direction sought with a large enough effect; inconclusive = small, poorly fitted or top-dose-only effect, or another doubt; inactive = no such curve, though single readings can be large; an effect the other way counts as inactive or inconclusive. Potency is read from the fitted curve at half-maximal effect.

entry | SMILES | IMPase Li cell | aGlu spleen mod | HttQ103 aggreg | HTT cytoprotect
1 | COc1ccccc1/C=C/C=N/NC(=O)c1cc(-c2ccc(C)o2)[nH]n1 | nt | -5% | 1%[9.22 µM] | 7%[10 µM]
2 | O=C(O)c1cccnc1SC1CC(=O)N(c2cccc3ccccc23)C1=O (stereo not drawn) | -5% | -14% | -2% | -11%[10 µM]
3 | COc1ccc(CCNC(=O)Cc2ccc3c(c2)OCO3)cc1OC | 2% | -9% | 0% | 24%[10 µM]
4 | c1ccc(C(c2ccccc2)N2CCN(c3nc4ccccc4n4cnnc34)CC2)cc1 | nt | 3% | -14% | -27%
5 | CCOC(=O)N1CCc2c(sc3c2C(=O)NC(c2ccccc2)N3)C1 (stereo not drawn) | -7%[38.3 µM] | -3% | -20% | -18%
6 | Cc1ccc(NC(=O)CNc2ccc(OC(C)C)cc2)cc1 | 44%[activator][38.3 µM] | 1% | 3% | 10%
7 | CCOCCn1c(COc2ccc(C)cc2)nc2ccccc21 | 7% | 4% | 4% | nt
8 | CCOC(=O)C1CCN(c2nc3c(C)cccn3c(=O)c2/C=C(\C#N)S(=O)(=O)c2ccccc2)CC1 | nt | 2% | 9%[9.22 µM] | 12%[10 µM]
9 | N#Cc1cc2cc3ccccc3nc2n2c(=O)c3ccccc3nc12 | 0% | -3% | 14% | 8%[10 µM]
10 | Cn1c(=O)cc(OCC(=O)NCCC2=CCCCC2)c2ccccc21 | -6% | -8% | 23% | -25%
11 | NCCC[C@@H](CC(=O)N[C@@H]1CCCC[C@H]1C(=O)N[C@H](CC(=O)N[C@@H](CCC(=O)O)CC(=O)O)Cc1ccccc1)NC(=O)C[C@H](CO)NC(=O)[C@@H]1CNCC[C@H]1N | -4% | 6% | nt | -9%[1.9 µM]
12 | Cc1nc(SCN2C(=O)c3ccccc3C2=O)n[nH]1 | 3% | 0% | 7% | -8%[10 µM]
13 | Cc1cc(S(=O)(=O)NC(C)C)ccc1OCC(=O)Nc1ccc2c(c1)OCCO2 | 1% | -3% | 9%[9.22 µM] | 10%[10 µM]
14 | Cc1ccnc(N2C3CCC2CC(O)(c2ccccc2)C3)n1 (stereo not drawn) | 2% | 6% | 1%[9.22 µM] | 0%[10 µM]
15 | CNc1ccc(Br)cc(C(=O)/C=C/c2ccc(OC)cc2)c1=O | 1% | -3% | ? | nt

entry | GAA glycogen mod | GAA inh | GoLoco inh red
1 | 3% | -3% | 4%
2 | 15% | 2% | -2%
3 | 8% | 6% | -1%
4 | 3% | -6% | nt
5 | ? | ? | 16%
6 | 10% | 7% | 3%
7 | 8% | -8% | 5%
8 | -4% | nt | 7%
9 | 0% | -9% | 6%
10 | 9% | 6% | 7%
11 | nt | nt | 4%
12 | 4% | 7% | 9%
13 | 10% | 3% | 12%
14 | 0% | ? | 13%
15 | ? | -5% | 12%

Another view of 2 compounds above:
#7 CCOCCn1c(COc2ccc(C)cc2)nc2ccccc21
#4 c1ccc(C(c2ccccc2)N2CCN(c3nc4ccccc4n4cnnc34)CC2)cc1

compound no.	7	4
IMPase Li cell	7%	nt
aGlu spleen mod	4%	3%
HttQ103 aggreg	4%	-14%
HTT cytoprotect	nt	-27%
GAA glycogen mod	8%	3%
GAA inh	-8%	-6%
GoLoco inh red	5%	nt

Following part.
entry | SMILES | IMPase Li cell | aGlu spleen mod | HttQ103 aggreg | HTT cytoprotect
16 | CCCC(=O)NC(=S)Nc1cc(-c2nc3ncccc3o2)ccc1C | nt | -1% | -18%[9.22 µM] | -18%[10 µM]
17 | O=C(O)CCSc1nnc(COc2cccc3cccnc23)n1-c1ccccc1 | 2% | -2% | -6% | 4%
18 | Cc1nc2cnc(OCc3ccccc3)nc2n(C)c1=O | -4% | -8% | nt | 8%
19 | O=C(Nc1ccccc1)C1=C[C@@H](c2csc3ccccc23)C[C@@H](OCc2ccc(CO)cc2)O1 | 10% | 2% | -1%[9.22 µM] | -7%[10 µM]
20 | COCC(=O)N1CCC2(CC1)CN(Cc1cc(C(F)(F)F)cc(C(F)(F)F)c1)C2 | 7% | 2% | nt | -3%
21 | Cc1ccc(OCCNS(=O)(=O)c2cccs2)cc1 | -5%[38.3 µM] | -7% | -20% | 15%
22 | S=C(Nc1ccc2cn[nH]c2c1)Nc1ccc2cn[nH]c2c1 | -8% | nt | nt | -1%[10 µM]
23 | COc1ccccc1NC(=O)CCN1CCN(C)CC1 | -4% | 14% | 9%[9.22 µM] | 7%[10 µM]
24 | C[C@@H](NC(=O)/C(C#N)=C/c1ccc(O)c(O)c1)c1ccccc1 | 16%&20% | 10%&-11% | nt | -17%
25 | CCN(C(=S)Nc1cccnc1)c1ccccc1 | -6% | 0% | 1% | -34%
26 | Cc1cc(C(=O)CSc2cccc[n+]2[O-])c(C)n1-c1ccccc1 | 1% | 6% | 9% | 2%
27 | CC12CN3CC(C)(CN(C1)C3c1ccc3c(c1)OCO3)C2O (stereo not drawn) | nt | 6% | -23%[9.22 µM] | 21%[10 µM]
28 | COc1ccc(Br)c2oc(S)cc(=O)c12 | -6% | -6% | -12% | nt
29 | Cc1cc(C)nc(NC(=O)CSc2ncccn2)n1 | 2% | 3% | 1%[9.22 µM] | -9%[10 µM]
30 | N#Cc1ccc(COC(=O)Cn2nnc(-c3ccccc3)n2)cc1 | -6% | 3% | 5% | 4%[10 µM]

entry | GAA glycogen mod | GAA inh | GoLoco inh red
16 | -1% | nt | 7%
17 | -5% | -5% | 14%
18 | nt | nt | -1%
19 | 10% | nt | 18%
20 | nt | nt | 12%
21 | -7% | -6% | 10%
22 | nt | nt | -5%[14.2 µM]
23 | 19% | ? | -36%
24 | nt | nt | 9%&-1%
25 | 9% | 12% | 6%
26 | -22% | -3% | 18%
27 | 3% | nt | 11%
28 | -24% | -3% | -1%
29 | -9% | -8% | 6%
30 | 5% | -10% | 0%

Remaining list, next part
entry | SMILES | IMPase Li cell | aGlu spleen mod | HttQ103 aggreg | HTT cytoprotect
31 | O=C(NCc1ccccc1)C1CCN(S(=O)(=O)c2ccc(Cl)cc2)CC1 | 2% | -2% | -3%[9.22 µM] | 2%[10 µM]
32 | Cc1oc(C(C)(C)C)cc1C(=O)NC1CCN(Cc2ccccc2)CC1 | nt | 4% | 11%[9.22 µM] | 17%[10 µM]
33 | Clc1ccc(OCCCn2cncn2)cc1Cl | 3% | 6% | -3% | 4%
34 | COc1ccc(-c2cc(C(=O)Nc3cc(S(=O)(=O)N4CCOCC4)ccc3N3CCOCC3)c3ccccc3n2)cc1 | 0% | -4% | 5% | -16%
35 | Cc1cccc(CSC2=NCCN2C(=O)c2ccco2)c1 | 17%[38.3 µM] | -13% | 13% | 6%
36 | CCOC(=O)c1ccccc1NC(=O)COC(=O)C(CC(C)C)NC(N)=O (stereo not drawn) | 4% | -2% | 18% | -3%
37 | CCCC(C)NC(=O)Cc1ccc(Br)cc1 (stereo not drawn) | 0% | -6% | 9% | 8%[10 µM]
38 | Cc1nc(CN2CCCCC2)cc(=O)[nH]1 | -1% | 2% | 1% | 10%[10 µM]
39 | COc1ccc(N2CCN(C(=O)COc3ccc4ccccc4c3)CC2)cc1 | -2% | -3% | -5% | 10%[10 µM]
40 | O=C(N/N=C/c1cccc(NC(=O)c2ccc(Cl)cc2)c1)c1ccc(O)cc1 | nt | -1% | -1%[9.22 µM] | -43%[10 µM]
41 | Cc1cc(C)cc(Nc2cc(C)nc3nc(C)nn23)c1 | -6%[38.3 µM] | -1% | 9% | -10%
42 | CCOC(=O)c1cnc(SCC(=O)Nc2ccc(N3CCOCC3)cc2)nc1N | 23%[38.3 µM] | 0% | -3% | 8%
43 | NS(=O)(=O)c1ccc(CCNC(=O)c2ccc3c(c2)OCCO3)cc1 | -3% | -10% | 5% | -17%
44 | CN(Cc1cnccn1)Cc1c(C(=O)N2CCc3ccccc3C2)nc2ccc(Cl)cn12 | 15% | -6% | 24%[9.22 µM] | 11%[10 µM]
45 | O=C(NCc1ccco1)c1cc2nc(C3CC3)cc(C(F)(F)F)n2n1 | -18%[38.3 µM] | -6% | -2% | -8%

entry | GAA glycogen mod | GAA inh | GoLoco inh red
31 | 1% | 5% | 9%
32 | -3% | -3% | 11%
33 | -4% | 5% | -23%
34 | 0% | 2% | 11%
35 | -16% | -1% | 8%
36 | 2% | 6% | 101%[activator]
37 | 6% | 11% | -13%
38 | 7% | -5% | 1%
39 | -1% | 3% | -12%
40 | 3% | nt | 5%
41 | 4% | -1% | 4%
42 | -3% | 1% | 5%
43 | -13% | 4% | 0%
44 | 5% | 7% | 6%
45 | 9% | -4% | 5%

(listing goes on)
entry | SMILES | IMPase Li cell | aGlu spleen mod | HttQ103 aggreg | HTT cytoprotect
46 | Cc1nn(-c2ccccc2)c(Cl)c1/C=N/NC(=O)c1ccco1 | -3%[38.3 µM] | 3% | -7% | -86%[inhibitor]
47 | CCc1cc2c(C)ccc(C)c2nc1SCC(=O)Nc1c[nH]c(=O)[nH]c1=O | 3% | -22% | ? | -112%[inhibitor]
48 | CC(=O)Nc1ccccc1O | -1% | -13% | -2% | nt
49 | O/N=C(/CCc1ccccc1)C1(O)CCCCC1 | 2%[38.3 µM] | 0% | -13% | -8%
50 | COc1ccc(/C(O)=C2/C(=O)C(=O)N(CCN(C)C)C2c2cccnc2)cc1OC (stereo not drawn) | -20% | 2% | 14% | nt
51 | C/C(=N\NC(=O)CC#N)c1cc2ccc(O)cc2oc1=O | 5% | ? | 12% | -8%
52 | COc1ccc(CCNC(=O)Cn2cc(C(F)(F)F)cc(Cl)c2=O)cc1 | 3% | 4% | -3% | nt
53 | CC(NC(=O)NC12CC3CC(CC(C3)C1)C2)C1CCCO1 (stereo not drawn) | 6% | 6% | 16% | -7%[10 µM]
54 | CCOc1ncccc1C(=O)N1CCN(S(=O)(=O)c2ccccc2)CC1 | 3% | -2% | -2% | nt
55 | Cc1cc(C(=O)CSc2ccc3c(c2)OCCO3)c(C)n1C1CC1 | 10% | -2% | ? | 29%[10 µM]
56 | CCOC(=O)CSc1nc(N)nc(C)c1Cl | -4% | -4% | 3%[9.22 µM] | 11%[10 µM]
57 | N#Cc1cccc(-c2nccc(NCc3cccnc3)n2)c1 | 30% | -5% | nt | -28%

entry | GAA glycogen mod | GAA inh | GoLoco inh red
46 | 2% | -7% | 10%
47 | -3% | 5% | 8%
48 | -11% | 6%[15.4 µM] | 9%
49 | 1% | -7% | -30%
50 | -11% | -12% | 25%
51 | ? | ? | 18%
52 | -1% | -7% | -7%
53 | 1% | 3% | -5%
54 | 16% | -15% | 3%
55 | -4% | 2% | 6%
56 | 13% | 1% | 5%
57 | nt | nt | -11%

Screening data: PubChem, National Center for Advancing Translational Sciences (NCATS)

A portion of the library; rates above refer to the full screens.
